Assay outcomes from PubChem BioAssay.
Growth percent in the NCI-60 one-dose screen (48 h, 10 µM unless noted): 100 = growth as untreated, 0 = no growth, -100 = all killed.
U251: U251 CNS tumor cells; 80,000 tested, 5.4% active
SF-268: SF-268 CNS cancer cells; 82,000 tested, 3.1% active
SNB-19: SNB-19 CNS cancer cells. 81,000 tested, 2.5% active
OVCAR-8: OVCAR-8 ovarian cancer | AID 1794782 | 81,000 tested, 4.4% active
SF-539: SF-539 CNS cancer; 81,000 tested, 6.8% active; AID 1794752
PC-3: PC-3 prostate cancer cells. 80,000 tested, 3.9% active
SF-295: SF-295 CNS cancer cells; 79,000 tested, 5.6% active; AID 1794758
DU-145: DU-145 prostate cancer | 81,000 tested, 4.2% active | AID 1794760
* marks the source's active call; other numbers are inactive results; nt = not tested or not shown; & = joins results of further samples. Rule for the calls: active = growth percent below 10; inactive = the rest.

Preview (16 entries):
1: COC(=O)CCc1ccc(NP(=O)(N2CC2)N2CC2)cc1
2: CC12CCCC(=O)N1c1ccccc1-c1nc(-c3ccccc3Br)nn12 (stereo unspecified)
3: COc1ccccc1CCC1CCNc2ccccc21 (stereo unspecified)
4: O=C(O)C1=NN(c2ccc(S(=O)(=O)O)cc2)C(=O)C1N=Nc1ccc(S(=O)(=O)O)cc1 (stereo unspecified)
5: NC(=O)N/N=C/c1ccc2c(c1)OCO2
6: CC(C)C1(c2ccccc2)NC(=O)NC1=O (stereo unspecified)
7: COc1ccccc1NCc1ccc(CO)n1-c1ccc(O)cc1
8: CC(=O)Nc1nnc([N+](=O)[O-])s1
9: Cc1ccc(-c2nc3ccccn3c2/C=C2/C(=O)Nc3cc(Cl)ccc32)cc1
10: O=C(N=Nc1c(O)[nH]c2ccc(F)cc12)c1cc2ccccc2[nH]1

Compound,1,2,3,4,5,6,7,8,9,10
U251,103,105,75,102,96,105,104,105,96,95
SF-268,nt,93,95,91,103,112,100,117,63,88
SNB-19,95,94,91,99,102,103,102,91,87,98
OVCAR-8,95,103,86,101,120,109,99,115,92,97
SF-539,94,102,98,104,105,97,109,93,80,100
PC-3,90,91,66,98,99,119,100,81,70,103
SF-295,103,97,89,109,101,113,111,nt,64,100
DU-145,90,99,92,96,105,112,113,112,65,96

11: O=C1Nc2ccccc2/C1=C\c1ccc(OCc2ccccc2)cc1
12: COc1cc(C2CC(=O)Nc3c2ccc2ccccc32)cc(Br)c1OC (stereo unspecified)
13: O=C1NC(=S)NC(=O)C1=Cc1cccc(Cl)c1
14: CS(=O)c1nccc(-c2c(-c3ccc(F)c(OCc4ccc(F)cc4)c3)nc3sccn23)n1 (stereo unspecified)
15: CN1CCN(Cc2ccc(NC(=O)c3cncc(C#Cc4cncc5nccnc45)c3)cc2C(F)(F)F)CC1
16: COCC(O)CN1CCN(c2ccccc2)CC1 (stereo unspecified)

Compound,11,12,13,14,15,16
U251,103,19,101,96,76,97
SF-268,102,42,130,100,59,102
SNB-19,98,39,105,69,92,nt
OVCAR-8,98,28,110,89,62,97
SF-539,103,0.2*,105,88,27,97
PC-3,94,15,101,-11*,68,93
SF-295,107,-34*,nt,98,71,97
DU-145,104,-4.6*,127,-9.5*,48,110

Results, from the start:
1: COC(=O)CCc1ccc(NP(=O)(N2CC2)N2CC2)cc1
2: CC12CCCC(=O)N1c1ccccc1-c1nc(-c3ccccc3Br)nn12 (stereo unspecified)
3: COc1ccccc1CCC1CCNc2ccccc21 (stereo unspecified)
4: O=C(O)C1=NN(c2ccc(S(=O)(=O)O)cc2)C(=O)C1N=Nc1ccc(S(=O)(=O)O)cc1 (stereo unspecified)
5: NC(=O)N/N=C/c1ccc2c(c1)OCO2
6: CC(C)C1(c2ccccc2)NC(=O)NC1=O (stereo unspecified)
7: COc1ccccc1NCc1ccc(CO)n1-c1ccc(O)cc1
8: CC(=O)Nc1nnc([N+](=O)[O-])s1

Compound,1,2,3,4,5,6,7,8
U251,103,105,75,102,96,105,104,105
SF-268,nt,93,95,91,103,112,100,117
SNB-19,95,94,91,99,102,103,102,91
OVCAR-8,95,103,86,101,120,109,99,115
SF-539,94,102,98,104,105,97,109,93
PC-3,90,91,66,98,99,119,100,81
SF-295,103,97,89,109,101,113,111,nt
DU-145,90,99,92,96,105,112,113,112

9: Cc1ccc(-c2nc3ccccn3c2/C=C2/C(=O)Nc3cc(Cl)ccc32)cc1
10: O=C(N=Nc1c(O)[nH]c2ccc(F)cc12)c1cc2ccccc2[nH]1
11: O=C1Nc2ccccc2/C1=C\c1ccc(OCc2ccccc2)cc1
12: COc1cc(C2CC(=O)Nc3c2ccc2ccccc32)cc(Br)c1OC (stereo unspecified)
13: O=C1NC(=S)NC(=O)C1=Cc1cccc(Cl)c1
14: CS(=O)c1nccc(-c2c(-c3ccc(F)c(OCc4ccc(F)cc4)c3)nc3sccn23)n1 (stereo unspecified)
15: CN1CCN(Cc2ccc(NC(=O)c3cncc(C#Cc4cncc5nccnc45)c3)cc2C(F)(F)F)CC1
16: COCC(O)CN1CCN(c2ccccc2)CC1 (stereo unspecified)

Compound,9,10,11,12,13,14,15,16
U251,96,95,103,19,101,96,76,97
SF-268,63,88,102,42,130,100,59,102
SNB-19,87,98,98,39,105,69,92,nt
OVCAR-8,92,97,98,28,110,89,62,97
SF-539,80,100,103,0.2*,105,88,27,97
PC-3,70,103,94,15,101,-11*,68,93
SF-295,64,100,107,-34*,nt,98,71,97
DU-145,65,96,104,-4.6*,127,-9.5*,48,110

17: CC(C(=O)OC(C)(C)C)c1ccccc1 (stereo unspecified)
18: CC(Oc1ccc(C(=O)NS(=O)(=O)C(C)(C)C)cc1C(F)(F)F)c1ccc(Oc2ccccc2)cc1 (stereo unspecified)
19: O=C(N/N=C/c1ccnc2ccccc12)c1cc(O)c(O)c(O)c1
20: Oc1c(CN2CCOCC2)cc(CN2CCOCC2)cc1CN1CCOCC1
21: CCCCCCCCCCCC(=O)N(C)C
22: Brc1cn2[n+](c1)[B-]n1cc(Br)c[n+]1[B-]2
23: O=C(O)c1ccc(-c2nn(-c3ccc(C(F)(F)F)cc3)cc2CNc2cccc(C(=O)O)c2)cc1
24: C[C@H]1N[C@@]2(C(=O)Nc3ccccc32)[C@@H](c2ccc(F)cc2)[C@@H]1C(=O)c1ccc(O)cc1

Compound,17,18,19,20,21,22,23,24
U251,105,104,97,104&95,87,95,102,105
SF-268,102,103,108,108&117,103,96,101,101
SNB-19,103,100,99,97&97,97,92,102,96
OVCAR-8,104,106,98,105&100,93,107,104,96
SF-539,103,108,100,93&102,97,100,105,104
PC-3,99,101,89,99&94,80,107,108,82
SF-295,99,103,102,101&96,93,103,107,102
DU-145,109,110,112,110&124,111,103,114,105

25: Cc1cc(Cl)cc2c1OCN(c1ccccc1)C2
26: O=[N+]([O-])c1ccc(N=Nc2c(S(=O)(=O)O)cc3cccc(S(=O)(=O)O)c3c2O)cc1
27: CN(C)/C=C1\SC(=Nc2ccc(Cl)cc2)NC1=O
28: COc1cc(OC)c(N2C(=O)c3cccc4cccc(c34)C2=O)c(OC)c1
29: COc1ccc(-c2nc(-c3ccccc3)c(-c3ccccc3)n2CCc2ccc(S(N)(=O)=O)cc2)cc1
30: COc1cc(-c2cc(-c3c(Cl)cccc3Cl)nc(N3CCOCC3)c2C#N)cc(OC)c1OC
31: C/C(=N\O)c1ccc(NC(=O)CSc2nc3[nH]c(=O)n(C)c(=O)c3[nH]2)cc1
32: Cc1ccc(C2=C/C(=C/c3ccc(-c4ccc(Cl)cc4)o3)C(=O)N2Cc2ccccc2)cc1

Compound,25,26,27,28,29,30,31,32
U251,102,96,100,103,100,60,94,97
SF-268,105,98,101,109,92,75,96,125
SNB-19,96,105,102,101,101,77,99,87
OVCAR-8,106,96,98,100,99,91,103,101
SF-539,106,117,96,104,93,78,95,106
PC-3,93,84,nt,92,97,19,97,88
SF-295,98,106,101,107,108,75,93,89
DU-145,108,111,108,124,104,89,103,122

33: COc1ccc(C2c3[nH]c4ccc(Cl)cc4c3CCN2c2oc(C)nc2C#N)cc1 (stereo unspecified)
34: c1ccc(-c2onc3cc4c(cc23)OCCO4)cc1
35: CSc1nccc(-c2c(-c3ccc(F)c(OCCc4ccc(F)cc4)c3)nc3sccn23)n1
36: O=C(OCC1OC(F)C(OC(=O)c2ccccc2)C1OC(=O)c1ccccc1)c1ccccc1 (stereo unspecified)
37: O=C(O)c1c[nH]c(=O)[nH]c1=O
38: O=C1C(c2ccccc2)=C(c2ccccc2)C(c2ccccc2)C1c1ccccc1 (stereo unspecified)
39: COc1ccc(CCNC(=O)c2onc(-c3ccccc3)c2-c2cc(OC)c3c(c2OC)OCO3)cc1OC
40: C#CCOC(=O)C1(C)CCC[C@]2(C)[C@H]3C[C@H]4C(C(C)C)=C[C@]3(CC[C@@H]12)c1c4c(O)cc2c(C(=O)OCC)c(C)[nH]c12 (stereo partly specified)

Compound,33,34,35,36,37,38,39,40
U251,40,79,35,104,103,69,92,98
SF-268,55,99,63,96,111,87,90,99
SNB-19,53,88,48,104,98,68,88,96
OVCAR-8,47,95,62,105,112,67,95,95
SF-539,47,89,51,99,103,94,90,98
PC-3,49,90,46,107,95,50,88,87
SF-295,46,88,83,101,120,45,102,108
DU-145,55,105,89,107,116,89,101,102

41: NCCCC[C@H](N[C@@H](CCc1ccccc1)C(=O)O)C(=O)N1CCC[C@H]1C(=O)O
42: O=C1CSC(c2ccccc2[N+](=O)[O-])N1c1nnc(Cn2cnnc2)o1 (stereo unspecified)
43: CCCN1C(=O)C(O)(CC(=O)c2cc3ccccc3oc2=O)c2ccccc21 (stereo unspecified)
44: CC(C)c1ccc2c(c1)CC[C@H]1[C@](C)(CN)CCC[C@]21C
45: COc1cccc(-c2nn(-c3ccccc3)cc2-c2ccnc(NCCNC(=O)Nc3cccc(C(F)(F)F)c3)c2)c1
46: O=C(/C=C/c1coc(-c2ccc(Cl)cc2)n1)c1ccc(Cl)cc1
47: O=C1Nc2ccc(Br)cc2C1=N/C=c1\[nH]c(=O)/c(=C/c2ccc(Cl)cc2)s1
48: CN(C)Cc1cc(Cl)cc(Cc2cc(Cl)cc(CN(C)C)c2O)c1O

Compound,41,42,43,44,45,46,47,48
U251,105,103,78,90,20,93,84,72
SF-268,109,99,101,99,35,97,95,73
SNB-19,103,103,93,107,36,97,94,84
OVCAR-8,102,107,100,102,20,98,94,98
SF-539,112,99,81,104,58,97,91,85
PC-3,99,95,94,95,17,82,92,64
SF-295,99,89,96,101,28,103,96,97
DU-145,116,112,144,109,26,108,102,95

49: O=C(Nc1cccc(Cl)c1)c1ccc(Cl)cc1Cl
50: NS(=O)(=O)c1ccc(Nc2nc(SCC(=O)c3ccc(Br)cc3)nc3ccccc23)cc1
51: CCOC(=O)c1ccc2c(c1)[n+](=O)c(C(=O)c1ccc3ccccc3c1)c(C(F)(F)F)n2[O-]
52: CCCCCCCC(=O)SCC/C=C/[C@@H]1CC(=O)NCc2cccc(n2)C2=N[C@@](C)(CS2)C(=O)N[C@@H](C(C)C)C(=O)N1
53: CCCC(=O)Oc1ccc(C2CCCCC2)cc1
54: CCCCC1COc2cccc3c2N1C=C/C3=C\C(=O)N(C)c1cccc(Br)c1 (stereo unspecified)
55: COc1ccc(C(=O)COc2cccc(/C=C3\Cc4ccc(Cl)cc4C3=O)c2)cc1
56: CN(C)c1ccc(-c2ccc3[nH]c(=O)nc(-c4ccccc4)c3c2)cn1

Compound,49,50,51,52,53,54,55,56
U251,91,106,-100*,14,104,103,101,38
SF-268,96,112,-89*,54,99,94,111,56
SNB-19,97,105,-86*,39,111,93,101,50
OVCAR-8,97,105,3.2*,32,109,99,nt,64
SF-539,103,107,-100*,49,101,100,97,28
PC-3,82,81,-99*,27,100,99,91,47
SF-295,95,102,-85*,-1.5*,109,98,111,39
DU-145,99,107,-100*,29,98,108,110,65

57: C=C(C)[C@@H]1CC[C@]2(C(=O)N3CCNCC3)CC[C@]3(C)[C@H](CC[C@@H]4[C@@]5(C)C/C(=C/c6ccncc6)C(=O)C(C)(C)[C@@H]5CC[C@]43C)[C@@H]12
58: CCOC(=O)c1c(NC(=O)c2cccc(C(F)(F)F)c2)sc2cc(N3CCCC3)ccc12
59: O=C(O)CCCN1C(=O)/C(=C/c2ccc(O)c(O)c2)SC1=S
60: CC1C=CN(N(C)C)C(C#N)(C#N)C1(C#N)C#N (stereo unspecified)
61: CC1OC(n2c3ccccc3c3c4c(c5c6ccccc6[nH]c5c32)C(=O)N(CCN2CCCC2)C4=O)CC(O)C1O (stereo unspecified)
62: O=C(/C=C\c1ccccc1)SC(=O)OCc1ccccc1
63: O=C1C(=O)c2ccccc2C(O)=C1CCCc1ccc(Oc2ccccc2)cc1
64: O=S(=O)(Nc1ncccn1)c1ccc(N=C=S)cc1

Compound,57,58,59,60,61,62,63,64
U251,101,98,106,100,38,96,36,102
SF-268,103,96,103,104,37,107,47,102
SNB-19,99,99,101,102,35,100,62,96
OVCAR-8,98,99,109,97,53,102,73,112
SF-539,105,92,97,92,39,116,69,97
PC-3,94,99,101,90,33,97,37,97
SF-295,104,97,100,99,27,108,93,102
DU-145,113,103,106,106,30,108,85,118

65: CCOC(=O)CC(C)C(C(=O)OCC)C(=O)OCC (stereo unspecified)
66: Cc1nn(-c2ccc(Cl)cc2)c2nc3[nH]c(=O)[nH]c(=O)c3nc12
67: O=C(Nc1cccc2c1[nH]c(=O)c1ccccc12)C(F)(F)F
68: CCOC(=O)C1OC1(c1ccccc1)c1ccccc1 (stereo unspecified)
69: CCCCCC(C)NCC(C)O (stereo unspecified)
70: O=C(Nc1cccc(Cl)c1)Nc1nc2ccc([N+](=O)[O-])cc2s1
71: CCOC(=O)c1[nH]n(-c2ccccc2)c(=O)c1/C=N/C(=S)Nc1ccccc1

Compound,65,66,67,68,69,70,71
U251,103,102,nt,100,106,5.9*,91
SF-268,103,109,99,94,104,9.8*,96
SNB-19,109,99,84,107,105,21,104
OVCAR-8,103,nt,84,100,118,7.3*,100
SF-539,111,nt,91,106,96,7.7*,106
PC-3,99,99,95,99,95,7.0*,97
SF-295,104,105,96,113,119,-69*,101
DU-145,115,119,103,108,nt,15,113
